PME-1 primary = PME-1 (human) inhibition. AID 2130. 320,000 tested, 0.53% active. recombinant PME-1, FP-Rh probe fluorescence polarization. inhibition, % at 5.9 µM. Q9Y570;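 active = inhibition above the campaign mean of all compounds plus 3 SD, cut at about 26% in these data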;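 also: competitive labeling of PME-1 active site by serine hydrolase directed probe; 0% = PME-1 with DMSO and 100% = wells lacking PME-1 enzyme; inhibitors block probe labeling so polarization falls and inhibition rises; many of its hits are not listed in these tables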
Target sequence (Q9Y570 whole entry, looked up): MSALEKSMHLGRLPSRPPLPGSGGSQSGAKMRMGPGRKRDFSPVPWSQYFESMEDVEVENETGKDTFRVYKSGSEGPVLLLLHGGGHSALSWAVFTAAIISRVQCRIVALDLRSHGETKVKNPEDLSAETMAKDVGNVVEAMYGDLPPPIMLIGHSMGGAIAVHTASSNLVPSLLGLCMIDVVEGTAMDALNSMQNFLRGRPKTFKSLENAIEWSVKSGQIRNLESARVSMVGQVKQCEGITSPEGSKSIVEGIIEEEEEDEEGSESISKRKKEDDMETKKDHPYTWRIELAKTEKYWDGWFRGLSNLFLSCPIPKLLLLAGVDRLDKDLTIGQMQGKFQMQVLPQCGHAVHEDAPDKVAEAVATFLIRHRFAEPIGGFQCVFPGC
PAFAH1B2 inh = PAFAH1B2 (human) inhibition; recombinant PAFAH1B2, FP-rhodamine activity probe, fluorescence polarization; inhibition, % at 3.39 µM; 340,000 tested, 1.2% active; AID 492953;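 active = inhibition above the mean of all tested compounds plus 3 SD, cut at about 24% in these data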;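 also: 0% = enzyme with DMSO and 100% = wells lacking PAFAH1B2; many of its hits are not listed in these tables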
pPAFAH FP inh = pPAFAH (human) enzyme inhibition | Q13093 | recombinant pPAFAH, FP-rhodamine probe fluorescence polarization | inhibition, % at 3.39 µM | 330,000 tested, 1.5% active | AID 463082;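 active = inhibition above the mean inhibition across the screen plus 3 SD, cut at about 25% in these data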;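 also: inhibitors block binding of the rhodamine activity-based probe so polarization drops; 0% = enzyme with DMSO and 100% = wells lacking pPAFAH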
PREPL inh = inhibits the human prolyl oligopeptidase-like enzyme; Q4J6C6; recombinant PREPL, fluorescence polarization activity-based probe; inhibition, % at 5.96 µM; 320,000 tested, 0.68% active; AID 2751; in the data active = inhibition above about 43%;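 also: 0% = enzyme with DMSO and 100% = wells lacking enzyme; many of its hits are not listed in these tables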
LYPLA2 inh = LYPLA2 (human) inhibition in PME1 counter-screen; O95372; recombinant LYPLA2, FP-Rh probe fluorescence polarization; inhibition, % at 5.9 µM; 320,000 tested, 0.38% active; AID 2177;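 active = inhibition above the screen-wide mean plus 3 SD, limit set per campaign, cut at about 26% in these data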;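 also: 0% = LYPLA2 with DMSO and 100% = wells lacking LYPLA2 enzyme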
Target sequence (O95372 whole entry, looked up): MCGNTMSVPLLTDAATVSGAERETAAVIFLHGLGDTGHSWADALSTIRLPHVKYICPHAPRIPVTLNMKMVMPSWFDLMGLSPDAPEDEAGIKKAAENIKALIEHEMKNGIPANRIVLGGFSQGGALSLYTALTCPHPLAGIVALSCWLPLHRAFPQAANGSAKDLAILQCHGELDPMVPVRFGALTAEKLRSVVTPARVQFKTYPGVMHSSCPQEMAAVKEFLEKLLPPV
GSTO1 counter = blocks human GSTO1 in RBBP9 counter-screen; P78417; AID 1974; recombinant GSTO1, activity-based probe fluorescence polarization; 300,000 tested, 1.1% active; inhibition, % at 5.96 µM;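 active = inhibition above the campaign mean inhibition plus 3 SD, cut at about 35% in these data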;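 also: 0% = GSTO1-1 with DMSO and 100% = wells lacking GSTO1-1 enzyme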
Target sequence (P78417 whole entry, looked up): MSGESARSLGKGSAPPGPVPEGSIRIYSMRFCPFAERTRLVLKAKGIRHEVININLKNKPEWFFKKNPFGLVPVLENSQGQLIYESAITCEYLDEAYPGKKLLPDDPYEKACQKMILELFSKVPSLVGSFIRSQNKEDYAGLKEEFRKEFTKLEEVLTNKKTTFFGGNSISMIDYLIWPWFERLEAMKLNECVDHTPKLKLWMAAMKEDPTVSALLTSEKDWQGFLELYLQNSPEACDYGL
LYPLA1 counter = counter-screen for PME1 inhibitors: inhibitors of human LYPLA1. O75608. recombinant LYPLA1, FP-Rh probe fluorescence polarization. inhibition, % at 5.9 µM. 320,000 tested, 0.16% active;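 active = inhibition above the mean of all tested compounds plus 3 SD, set per campaign, cut at about 14% in these data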;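 also: inhibitors block serine hydrolase probe labeling of LYPLA1 so polarization falls; 0% = enzyme with DMSO and 100% = wells lacking LYPLA1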
Target sequence (O75608 whole entry, looked up): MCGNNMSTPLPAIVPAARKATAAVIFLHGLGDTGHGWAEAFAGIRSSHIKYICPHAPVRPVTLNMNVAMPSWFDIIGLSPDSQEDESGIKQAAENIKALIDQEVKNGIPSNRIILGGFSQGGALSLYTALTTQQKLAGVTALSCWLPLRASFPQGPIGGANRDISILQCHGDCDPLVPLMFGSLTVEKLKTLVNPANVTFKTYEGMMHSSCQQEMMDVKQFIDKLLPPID
PAD4 inh = inhibitors of human PAD4; Q9UM07; recombinant PAD4, RCA probe fluorescence polarization; inhibition, % at 6.36 µM; 330,000 tested, 0.41% active; AID 485272;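 active = percent inhibition above a cutoff equal to the mean of all tested compounds plus 3 SD, cut at about 15% in these data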;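 also: 0% = PAD4 with RCA probe and DMSO and 100% = probe without PAD4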
PAFAH1B3 inh = inhibitors of human PAFAH1B3. 340,000 tested, 0.28% active. Q15102. recombinant PAFAH1B3, FP-rhodamine probe, fluorescence polarization. inhibition, % at 3.39 µM. AID 492972;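 active = inhibition above the screen-wide average of all tested compounds plus 3 SD, cut at about 25% in these data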;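 also: 0% = enzyme with DMSO only and 100% = wells lacking PAFAH1B3 protein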
* marks the source's active call; other numbers are inactive results; / = not tested or not shown.

SMILES | PME-1 primary | PAFAH1B2 inh | pPAFAH FP inh | PREPL inh | LYPLA2 inh | GSTO1 counter | LYPLA1 counter | PAD4 inh | PAFAH1B3 inh
O=C(c1ccc(CSc2nc3ccncc3[nH]2)cc1)N1CCN(c2cccc(Cl)c2)CC1 | 2 | 2 | 16 | -16 | 33* | -4 | -1 | 0 | 2
COc1ccc(CCNC(=O)c2ccc(CS(=O)(=O)Cc3cccc(C)c3)o2)cc1OC | -3 | -3 | 17 | -1 | -7 | -3 | -3 | 0 | 12
CC(=O)c1cccc(NC(=O)C2CC(=O)N(C3CCCC3)C2)c1 (configuration not stated) | / | 1 | 5 | 6 | / | / | / | 1 | -3
Cn1c(CC(=O)NNC(=O)c2ccccc2F)nc2ccccc21 | -5 | 8 | -2 | 17 | 1 | / | -1 | -2 | 3
COc1ccc(-c2cc(C(=O)NCc3ccccc3)no2)cc1OC | -4 | -2 | 0 | 21 | 7 | 9 | 2 | 4 | 1
N/C(CN1CCCC1=O)=N\OC(=O)c1ccc(Cl)c(Cl)c1 | 1 | -3 | 5 | 7 | 0 | 3 | -4 | 4 | -6
COCCNC(=O)CC(NS(=O)(=O)c1ccc(C)cc1)c1ccco1 (configuration not stated) | 2 | 4 | 1 | -13 | -1 | 2 | 0 | 3 | -1
NNC(=O)Cn1c(COc2ccc(Cl)cc2)nc2ccccc21 | 0 | -4 | 6 | -6 | 4 | 2 | -5 | 4 | -1
Cc1nc2ccccn2c1C(=O)N/N=C/c1ccc2c(c1)OCO2 | 3 | -2 | -4 | 2 | 5 | 3 | -2 | 3 | 5
OC1(c2ccc3c(c2)OCO3)CCN(Cc2ccc(F)cc2)CC1 | 3 | 3 | -2 | -5 | -5 | 0 | 0 | 5 | -3
O=S(=O)(Nc1nc(-c2ccccc2)cs1)c1cccc(C(F)(F)F)c1 | -3 | 8 | 19 | 15 | 5 | 16 | 2 | 2 | 1
O=C(COc1ccc([N+](=O)[O-])cc1)NCC(c1cccs1)N1CCOCC1 (configuration not stated) | 1 | -2 | -9 | 10 | 4 | -4 | 0 | -9 | 7
CCOC(=O)C(NC(=O)NCc1ccc(F)cc1)(OCC)C(F)(F)F (configuration not stated) | 7 | 4 | -1 | 11 | 7 | -6 | -1 | -2 | 5
CC(=O)N(CCc1cccc(C)c1)Cc1cc2ccc(C)cc2[nH]c1=O | -2 | 4 | 6 | -39 | 6 | 2 | 0 | 3 | 4
O=C(CCc1nnc(CCCCc2ccccc2)o1)NCc1cccc(F)c1 | -5 | 8 | 11 | -13 | -1 | 5 | -3 | -1 | -2
CCCCNC(=O)CN1CCC2(O)CCCCC2C1c1ccccc1OC (configuration not stated) | 4 | 2 | 5 | -2 | 0 | 2 | -1 | -3 | 10
CNS(=O)(=O)c1cccc(C(=O)NCC(c2ccco2)N(C)C)c1 (configuration not stated) | -12 | 0 | 5 | 1 | 6 | 5 | 6 | 5 | 2
COc1ccc(C2/C(=C(/O)c3ccc(F)cc3)C(=O)C(=O)N2c2ccccn2)cc1OC (configuration not stated) | -4 | 5 | 1 | 0 | 3 | 1 | 1 | 0 | 8
Nc1nonc1-n1nnc(C(=O)N/N=C/c2cccc(Cl)c2)c1-c1ccc2c(c1)OCO2 | -4 | 0 | 2 | -3 | -12 | -14 | -5 | -1 | -9
CC(C)CNC(=O)COC(=O)c1ccc([N+](=O)[O-])cc1Cl | 1 | 3 | 29* | -7 | 2 | 1 | -3 | -1 | 4
CC1(C)Cc2c(sc3nc(C4CC4)n(N)c(=O)c23)CO1 | -6 | 2 | 4 | 2 | 1 | 3 | 0 | 2 | 3
O=C(CSc1nnc(NC2CCCCC2)s1)NCc1ccco1 | -1 | 10 | 5 | 13 | 0 | 2 | 4 | 1 | 10
CC(=O)c1c(C)[nH]c(C(=O)NCc2ccccc2Cl)c1C | 5 | 5 | 1 | 12 | 0 | -1 | -25 | 0 | 1
Cc1ccc(NC(=O)CCSc2nnnn2-c2ccc3c(c2)OCO3)cc1C | 3 | 5 | 3 | -47 | -3 | 6 | -3 | -6 | -1
O=C(COc1ccc(Br)cc1Cl)c1ccc[nH]1 | -7 | 1 | 5 | -19 | 1 | 5 | 0 | 0 | 4
O=C(NCCOc1ccc(Cl)cc1)c1cccc(S(=O)(=O)N2CCCC2)c1 | 9 | 5 | 3 | 4 | -3 | / | 1 | 5 | 0
CNC(=S)N(Cc1ccco1)Cc1cc2cc(OC)ccc2[nH]c1=O | 1 | -6 | -1 | -5 | 3 | 10 | 1 | -2 | 0
O=c1nc2sc3ccccc3n2c(=O)n1-c1ccc(Cl)cc1 | -12 | -5 | -6 | 5 | -5 | -84 | -2 | 4 | 1
BrC(=C\c1ccccc1)/C=N/N1CCN(Cc2ccccc2)CC1 | 5 | 4 | 4 | 15 | 3 | 2 | 2 | -2 | 7
CNC(=S)NNC(=O)c1oc2nc(-c3ccccc3)cc(-c3ccco3)c2c1N | 7 | 2 | 11 | 27 | -2 | 4 | 1 | 20* | -2
COc1ccc(NC(=O)CN(C)CC(=O)Nc2sc3c(c2C(N)=O)CCC3)cc1 | 5 | 8 | 16 | 26 | 6 | 16 | 2 | 4 | 5
Cc1ccc(CNC(=O)CCNS(=O)(=O)c2cccc3nsnc23)cc1 | 3 | 1 | 6 | -6 | 2 | 2 | -4 | 3 | 6
CCn1ncc([N+](=O)[O-])c1C(=O)Nc1ccc(C)c(C)c1 | -6 | -1 | -5 | 9 | 4 | 5 | -4 | -2 | 6
Cn1nnnc1SCC(=O)Nc1ccccc1-c1ccccc1 | -4 | 1 | 0 | -2 | -6 | -4 | -3 | -4 | 6
O=C(C[n+]1ccc(-c2nnc3n2CCC3)cc1)c1ccc(Cl)c(Cl)c1 | -4 | -1 | 6 | 32 | -3 | 0 | -2 | 0 | -5
Cc1ccc(-n2nnnc2-c2cnn(-c3ccc(F)cc3)c2C(F)(F)F)cc1 | 1 | 4 | -1 | 7 | 2 | -1 | 0 | -3 | 5
CCC1(Cc2ccccc2)NC(=O)c2ccccc2O1 (configuration not stated) | 3 | / | -1 | -22 | 0 | 2 | 1 | -4 | /
O=C(NC1CCCC1)c1cc(-c2ccccc2O)on1 | 2 | -1 | 3 | 1 | -5 | 0 | -7 | -1 | 4
COc1ccc(CNC(=O)[C@@H]2CC=C[C@@H]3CCN(C4CCCCC4)C(=O)[C@@H]32)cc1 | -1 | 5 | 7 | 0 | 5 | -2 | 1 | 1 | -4
O=C(O)c1[nH]c2ccccc2c1C(c1cc(Cl)cc([N+](=O)[O-])c1O)c1c(C(=O)O)[nH]c2ccccc12 | 0 | 62* | 13 | 1 | -2 | 74* | -4 | 2 | 8

Retrieved by structure from above:
SMILES | PME-1 primary | PAFAH1B2 inh | pPAFAH FP inh | PREPL inh | LYPLA2 inh | GSTO1 counter | LYPLA1 counter | PAD4 inh | PAFAH1B3 inh
CC(=O)c1c(C)[nH]c(C(=O)NCc2ccccc2Cl)c1C | 5 | 5 | 1 | 12 | 0 | -1 | -25 | 0 | 1
CNC(=S)NNC(=O)c1oc2nc(-c3ccccc3)cc(-c3ccco3)c2c1N | 7 | 2 | 11 | 27 | -2 | 4 | 1 | 20* | -2

Other structures follow:
SMILES | PME-1 primary | PAFAH1B2 inh | pPAFAH FP inh | PREPL inh | LYPLA2 inh | GSTO1 counter | LYPLA1 counter | PAD4 inh | PAFAH1B3 inh
COc1ccc(/C=N/NS(=O)(=O)c2ccc(F)cc2)cc1CN1CCSCC1 | -4 | 9 | -1 | -11 | -2 | 6 | -1 | -5 | 3
COc1ccc(S(C)(=O)=O)cc1S(C)(=O)=O | -3 | -5 | 0 | 8 | 5 | -8 | 0 | -3 | -6
CCCCNC(=O)CCn1c(=O)c2ccccc2n(CC(=O)NCCc2ccc(OC)c(OC)c2)c1=O | -1 | -2 | 7 | 0 | 7 | 1 | 2 | -1 | 13
CC1Cc2ccccc2N1C(=O)Cn1c(=O)oc2cc(S(=O)(=O)N3CCCCC3)ccc21 (configuration not stated) | 5 | 1 | 4 | 2 | 6 | 0 | 5 | 2 | 7
Cn1c(-c2nnn(-c3ccc(F)cc3)n2)cc2ccccc21 | -1 | / | 8 | 17 | -8 | -2 | 0 | -2 | /
CN(Cc1ccccc1)C(=O)c1[nH]cnc1C(=O)NCC(=O)OC(C)(C)C | 4 | -2 | -1 | -8 | 6 | 10 | 1 | -1 | 5
COc1cccc(NC(=O)C(=O)N/N=C/c2ccc3c(c2)OCO3)c1 | 2 | 4 | 1 | -4 | -2 | 5 | -3 | -5 | 8
COc1ccc(Br)cc1CN(C)C(=O)CNC(=O)c1ccc2ccccc2c1 | -1 | 2 | 7 | -46 | -3 | -5 | 0 | -4 | 3
COc1ccc(Cl)cc1NC(=O)CN(C)C1CCS(=O)(=O)C1 (configuration not stated) | -1 | 2 | 3 | 2 | 2 | / | 2 | 2 | 7
O=C(Nc1ccc(O)cc1)c1ccc2c(c1)C(=O)N(Cc1cccnc1)C2=O | 2 | -2 | 8 | 6 | 9 | 7 | 4 | 3 | -1
OCCc1ccc(O)cc1 | 3 | 4 | 4 | -8 | 3 | 2 | 1 | 3 | 2
O=C(CSCc1c(F)cccc1Cl)Nc1cccnc1 | 6 | 2 | 1 | -7 | 6 | 7 | 1 | -4 | 4
C=CCNc1nc2c(c(=O)[nH]c(=O)n2C)n1CCOc1ccccc1 | 2 | 5 | -4 | 1 | 8 | 0 | 2 | 3 | 2
O=C1CSC(c2ccc(F)cc2)N1c1c(F)cccc1F (configuration not stated) | -2 | 9 | 5 | -7 | -1 | -1 | 2 | -3 | -5
CC(NC(=O)Cc1ccc([N+](=O)[O-])cc1)c1ccc2c(c1)OCO2 (configuration not stated) | 4 | 6 | 6 | 6 | -1 | 7 | -1 | -1 | 2
Nc1nnc(SCC(=O)Nc2cccc(S(=O)(=O)N3CCOCC3)c2)s1 | 6 | 9 | 1 | -2 | 8 | -5 | 3 | -2 | 5
O=C(NCCS(=O)(=O)N1CCN(c2cccc(Cl)c2)CC1)c1ccco1 | 2 | 1 | 3 | -4 | 11 | 1 | 1 | 1 | -1
Cc1ccc(S(=O)(=O)N2CCCC2C(=O)NCCc2ccccc2)cc1 (configuration not stated) | 7 | 0 | 0 | -3 | 1 | -6 | -2 | -1 | 8
OCCc1c[nH]c2ccc(C(F)(F)F)cc12 | 5 | -1 | 3 | -2 | 10 | 3 | 5 | 0 | 4
CCN(CC)c1ccc(/C=N/N2CCN(Cc3ccccc3Cl)CC2)cc1 | -2 | 4 | 2 | 4 | 1 | 0 | 5 | 3 | 19
Nc1cc(=O)[nH]c(SCC(=O)NC2CCCc3ccccc32)n1 (configuration not stated) | -3 | 9 | 4 | -13 | 9 | 5 | 1 | 2 | 3
COc1ccc(NC(=O)C(=O)N2N=C(C(C)C)CC2(O)C(F)(F)F)cc1 (configuration not stated) | -6 | -1 | -3 | 15 | 8 | 6 | 4 | -1 | 8
N=c1c2c(-c3ccccc3)c(-c3ccccc3)oc2ncn1CCN1CCOCC1 | 2 | 6 | 0 | -5 | -9 | 27 | -4 | -4 | 12
COc1ccc(/C=C/CN2CCC(CO)(Cc3ccccc3Cl)CC2)cc1 | -8 | 2 | -11 | -16 | -6 | 11 | 0 | 1 | 6
CC1CCCCC1NC(=O)COn1nnc2ccc(Cl)cc21 (configuration not stated) | -6 | 4 | 0 | 7 | -1 | -1 | 0 | 2 | 3
CCOC(=O)c1cc2c(nc1N)CC(C)(CC)OC2 (configuration not stated) | 1 | 2 | 2 | -2 | 4 | -4 | 2 | -1 | -2
O=C(c1ccc(Cn2cc(Br)cn2)o1)n1cccn1 | -1 | 5 | 3 | 6 | 3 | -3 | -2 | -1 | 9

Source: PubChem BioAssay

Only part of the results is shown. The share of hits here may be higher or lower than overall.
